RBX1-CUL1 inh = human ROC1-CUL1 E3 ligase inhibition. P62877+Q13616. in vitro K48 di-Ub FRET, acceptor:donor ratio, 45 min. inhibition, % at 10 µM. 140,000 compounds, 0.6% hits; in the data active = inhibition above about 25%
Target sequence (P62877 whole entry, looked up): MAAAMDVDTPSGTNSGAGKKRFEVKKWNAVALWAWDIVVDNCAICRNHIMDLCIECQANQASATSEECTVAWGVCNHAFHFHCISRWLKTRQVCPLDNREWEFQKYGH
Target sequence (Q13616 whole entry, looked up): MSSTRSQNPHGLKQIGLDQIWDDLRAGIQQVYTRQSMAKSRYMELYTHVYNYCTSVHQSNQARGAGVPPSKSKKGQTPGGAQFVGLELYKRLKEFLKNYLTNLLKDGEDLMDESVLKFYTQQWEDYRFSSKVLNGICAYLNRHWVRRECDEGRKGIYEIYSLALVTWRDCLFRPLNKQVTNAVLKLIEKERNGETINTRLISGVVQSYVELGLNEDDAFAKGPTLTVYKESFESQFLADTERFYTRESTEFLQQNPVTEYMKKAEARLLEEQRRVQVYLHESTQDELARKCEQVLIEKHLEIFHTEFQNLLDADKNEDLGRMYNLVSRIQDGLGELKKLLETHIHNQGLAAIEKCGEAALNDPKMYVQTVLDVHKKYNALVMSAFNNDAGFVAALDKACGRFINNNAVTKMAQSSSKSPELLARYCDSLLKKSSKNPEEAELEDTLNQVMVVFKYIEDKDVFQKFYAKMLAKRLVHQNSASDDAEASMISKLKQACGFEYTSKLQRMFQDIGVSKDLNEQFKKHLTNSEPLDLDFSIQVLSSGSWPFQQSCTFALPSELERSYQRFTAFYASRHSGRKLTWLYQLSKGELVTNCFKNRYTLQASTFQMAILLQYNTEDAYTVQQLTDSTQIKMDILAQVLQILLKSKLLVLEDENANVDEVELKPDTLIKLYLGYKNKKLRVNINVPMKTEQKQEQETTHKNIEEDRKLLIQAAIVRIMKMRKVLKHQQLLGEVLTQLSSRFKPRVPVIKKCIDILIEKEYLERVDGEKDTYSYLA
An asterisk follows results filed as active. Only part of the results is shown. The share of hits here may be higher or lower than overall.

SMILES | RBX1-CUL1 inh
CC(C)CNS(=O)(=O)c1ccc(OCC(=O)Nc2ccc(F)cc2F)cc1 | 0
COc1ccc(CN(Cc2cc3c(OC)ccc(OC)c3nc2N(C)C)C(=O)c2ccc(F)cc2)cc1 | 0
COCC1CCCN(C(=O)c2ccc(NCc3ccccc3)nc2)C1 (stereo not given) | -11
Cc1n[nH]c(C)c1CNC(=O)C1(N(C)CCc2ccccc2)Cc2ccccc2C1 | 2
Cc1c(C)n2c3c(=O)n(C)c(=O)n(C)c3nc2n1CCc1ccccc1 | 3
O=C(CN1C(=O)/C(=C/c2ccccc2)SC1=S)Nc1cccc(Br)c1 | 7
Cc1nnc(SCc2nc(N)nc(Nc3ccccc3)n2)s1 | -8
CCOc1ccc(C(=O)Nc2cccc(NC(=O)c3ccc(Cl)cc3Cl)c2)cc1 | -3
CC(=O)Oc1ccc2c(c1)c(C(=O)OC(C)C)c(C)n2C | 7
O=C(c1ccc(=O)[nH]c1)N1CCOC(Cc2cccc3ccccc23)C1 (stereo not given) | -9
Cc1ccc(CCNS(=O)(=O)c2ccc3c(c2)C(C(C)C)C(=O)N3)cc1 (stereo not given) | 2
O=C1NC(c2ccc(NC(=O)c3cccc4ccccc34)cc2)(c2ccc(NC(=O)c3cccc4ccccc34)cc2)c2ccccc21 | -4

The final 2 records of the section above are carried over, then new ones follow.
SMILES | RBX1-CUL1 inh
Cc1ccc(CCNS(=O)(=O)c2ccc3c(c2)C(C(C)C)C(=O)N3)cc1 (stereo not given) | 2
O=C1NC(c2ccc(NC(=O)c3cccc4ccccc34)cc2)(c2ccc(NC(=O)c3cccc4ccccc34)cc2)c2ccccc21 | -4
Cc1sc(NC(=O)C2CCCC2)c(C#N)c1C | -4
O=C(c1ccccc1)c1ccc(-c2[nH]c(-c3cccc4ccccc34)nc2-c2ccccc2)cc1 | -1
CCOC(=O)c1c(C)oc2nc(C)nc(NCCCN3CCN(c4cc(Cl)ccc4C)CC3)c12 | 5
Nc1nc2ccccc2n1Cc1ccccc1 | 2
Cc1ccc(-n2nc3c(=O)n(C(C)C(=O)NCc4ccco4)nc(C)c3c2C)cc1 (stereo not given) | -1
CCC1CCc2c(sc3nc(SCc4ccc([N+](=O)[O-])cc4)n(-c4ccccc4)c(=O)c23)C1 (stereo not given) | 6
Cn1nnnc1NCc1cccc(Cl)c1Cl | -1
O=C(Nc1nnc(COc2ccc(Cl)cc2)s1)C12CC3CC(CC(C3)C1)C2 | 4
Cc1cccc(C(=O)NC2CCCc3ccccc32)c1 (stereo not given) | 3
Cn1cnnc1SCC(=O)N1CCN(c2ccc(F)cc2)CC1 | -3
Cc1ccccc1CN1C(=O)c2ccccc2S(=O)(=O)c2ccc(C(=O)OCC3CCCO3)cc21 (stereo not given) | 2
O=c1cc(-c2ccccc2)nc(Nc2cccc(Cl)c2)[nH]1 | -2
Cc1cccc(N2C(=O)CCSC23C(=O)N(Cc2ccc(F)cc2)c2ccccc23)c1 (stereo not given) | -3
CCOc1ccc(C(CCc2ccccc2)NC(=O)Cc2ccccc2)cc1OCC (stereo not given) | 4
O=C(NC1CCCCCC1)c1cc(-c2ccco2)nc2ccccc12 | -5
c1ccc(CC2CN(Cc3cnc(N4CCCC4)s3)CCO2)cc1 (stereo not given) | 5
CC(=O)c1cccc(NC(=O)c2oc3c(c2C)-c2nn(Cc4ccc(Cl)cc4)cc2CC3)c1 | -5
Cc1ccccc1CNC(=O)c1ccc2nc(SCc3ccc(F)cc3)n(C)c2c1 | -5
C=CCn1c(SCC(=O)NC(N)=O)nc2sc3c(c2c1=O)CCC3 | 6
Cc1cccc(SC2CC(=O)N(c3ccc(Br)cc3)C2=O)c1 (stereo not given) | -7
COc1ccc(S(=O)(=O)Nc2ccc(S(=O)(=O)Nc3ccc(Cl)cc3Cl)cc2)c(Cl)c1Cl | -3
COC(=O)c1ccc(OC)c(Br)c1 | 0
CSc1ccc(CNC(=O)Cn2c(-c3cccs3)cc3cc(F)ccc32)cc1 | 3
COC(=O)c1nnn(CC(=O)NC(=O)Nc2cccc(C)c2C)c1C(=O)OC | 2
N#CC(C#N)C1=NC2(CCCCC2)Cc2ccccc21 | 2
Cc1cc(C)n(CC(O)CN2c3ccccc3Sc3ccccc32)n1 (stereo not given) | 3
CN(Cc1ccccn1)C(=O)c1coc(COc2cccc(C(F)(F)F)c2)n1 | 4
CN(C(=O)c1ccc2oc(CCc3ccccc3)nc2c1)C1CCOC1 (stereo not given) | 0
Cc1cccc(NC(=O)C2CCN(c3cnccn3)CC2)c1 | 11
O=C(Cn1c(=O)c2cccn2c2ccccc21)NCCc1ccccc1 | 7
Cc1ccc(-c2cc(-c3ccc(Cl)cc3)c3c(=O)[nH]c(=S)[nH]c3n2)cc1 | 10
CN1CCCC(c2cc(=O)[nH]c(-c3ccccn3)n2)C1 (stereo not given) | -1
Cc1cc(N)c(O)c(-n2nc3ccccc3n2)c1 | 3
CCSc1nnc(NC(=O)C(CC)c2ccccc2)s1 (stereo not given) | -5
CC(C)c1nc(N2CCN(C(=O)c3ccco3)CC2)c(C#N)c2c1COC(C)(C)C2 | 3
CCOc1ccc(Cl)cc1C1CC(=O)Nc2cc3c(cc21)OCCO3 (stereo not given) | 4
Cc1nn(-c2ccccc2)c2c1N(CC(=O)N1CCN(c3cccc(Cl)c3)CC1)C(=O)CS2 | -8
COCCN1C(=O)C(C(c2ccccc2)N2CCN(CCO)CC2)C(=O)C=C1C (stereo not given) | -5
COc1cc(OC)cc(-c2cc3nc(C)c(CCC(=O)NCCc4cccc(C)c4)c(C)n3n2)c1 | 2
C/C=C(\C)CN1CCC(N2CCCC(C(=O)NCc3ccccn3)C2)CC1 (stereo not given) | 1
CCOc1ccc(Oc2nc(N(C)C)nc(N(C)C)n2)nn1 | 5
CC1=Nc2ccccc2N=C(NC(=O)CSc2nc3ccccc3s2)C1c1ccccc1 (stereo not given) | 3
CCCCS(=O)(=O)C(c1nc2ccccc2[nH]1)S(=O)(=O)CCCC | 2
Cc1oc(-c2ccccc2F)nc1CN1CCC(C(=O)NCCc2ccc(Cl)cc2)CC1 | -6
O=C(CCc1ccccc1)Nc1cccc2ccccc12 | 8
Cc1cc(C)c(S(=O)(=O)Nc2ccc(O)c(C(=O)O)c2)c(C)c1 | 3
NC(=O)Cn1nnc2c(sc3nc4c(c(-c5ccccc5)c32)CCC4)c1=O | -3
Cc1nn(-c2ccccc2)c(C)c1Br | 11
Cc1ccc(C2=CC(=O)C(=O)N2N(c2ccccc2)c2ccccc2)cc1 | -6
CC(=O)N1CCc2c(sc3nc(SCC(C)C)n(-c4ccc(F)c(Cl)c4)c(=O)c23)C1 | 7
CCN1CCN(CCCNC(=O)c2cnn(-c3ccc(C)cc3C)c2C2CCN(C(=O)OC(C)(C)C)CC2)CC1 | -6
CCOc1ccc(NC(=O)CSc2ncn[nH]2)cc1 | 0
CC(=O)Nc1ccc(N2CC(C(=O)NC(C)C)CC2=O)cc1 (stereo not given) | -11
Cc1ccc(NS(=O)(=O)c2ccc(F)cc2)c([N+](=O)[O-])c1 | 3
CC1=NC(=O)C(Sc2ccccc2)C(=O)N1 (stereo not given) | 0
Cc1ccc(NCc2cc3cc4c(cc3n(CC(=O)Nc3ccc(C)cc3)c2=O)OCCO4)cc1 | 7
Cc1ccc2c(c1)C(c1ccccc1)N(C(=O)c1ccc(OC(C)C)cc1)CC(=O)N2 (stereo not given) | 4
CN(C)c1ccc(/C=C2/N=C(SCC(=O)Nc3c(F)cc(F)cc3Br)N(c3ccccc3)C2=O)cc1 | -7
CC(=O)NCC1CCCN(Cc2nc(Cc3ccccc3F)no2)C1 (stereo not given) | 6
Nc1ccc(Nc2ccc(Cl)c(Cl)c2)c(S(N)(=O)=O)c1 | -2
Later entries.
SMILES | RBX1-CUL1 inh
Cc1ccc(-n2c(Cc3ccccc3)nnc2SCc2nc(-c3cccs3)no2)cc1C | 6
COCCNc1nc2nonc2nc1N1CCCCC1c1cccnc1 (stereo not given) | 0
COc1ccc(CCNC(=O)CCn2c(=O)c3ccccc3n(Cc3ccccc3F)c2=O)cc1OC | 0
Cc1ccc(CN(C(=O)COc2cc(C)c(Cl)c(C)c2)c2ccccn2)o1 | 2
COc1cccc(C(=O)N(Cc2cccc(F)c2)C2CCS(=O)(=O)C2)c1 (stereo not given) | -8
CCN(CC)S(=O)(=O)c1ccc2c(c1)c(=O)c(C(=O)NCc1ccccc1OC)cn2C | -2
CCN(CC)c1cc2c(cc1F)c(=O)c(S(=O)(=O)c1cc(C)ccc1C)cn2Cc1ccccc1 | 7
O=C(Nc1ccccc1)C1CC(=O)n2c(nc3ccccc32)N1 (stereo not given) | 1
O=S1(=O)C=CC(NC2CCN(c3cccc(-c4ccccc4)c3)CC2)C1 (stereo not given) | -8
O=C(C1CCCCC1)N1CCN(Cc2ccco2)CC1 | -2
Cc1cccc(CNC(=O)CCCN2C(=O)CCn3nc(-c4cccn4C)cc32)c1 | -2
C1=CC2(CCCCC2)Oc2c1ccc1ccccc21 | -2
O=C1N=c2ccccc2=C1c1sc(=S)n(NC(=O)c2cccc(O)c2)c1O | 1
Cc1ccc(C(=O)OCC(=O)c2cccc3ccccc23)cc1 | 10
COc1ccccc1NC(=O)C1C(C)=Nc2nc(SCc3ccccc3Cl)nn2C1c1ccncc1 (stereo not given) | -4
CCC(C(=O)NCc1cc(=O)[nH]cn1)n1cc(C(C)=O)c2ccccc21 (stereo not given) | 2
Cc1nn(C)c2c1c(-c1ccccc1)cc(=O)n2Cc1ccccc1Cl | -4
Cc1nccn1-c1ccc(NC(=O)C2CCCN(Cc3ccon3)C2)cc1 (stereo not given) | -3
c1ccc(CSc2nnc3sc4ccccc4n23)cc1 | -4
CCOC(=O)c1ccccc1NC(=O)Nc1cc2c(cc1N1CCCC1)n(C)c(=O)n2C | 6
COc1ccc(C(=O)c2c(C)c3cc(C)ccc3n2CC(O)CN2CCOCC2)cc1 (stereo not given) | -3
CC(C)c1ccc(/C=N/NC(=O)CNC(=O)c2ccccc2Br)cc1 | 0
Cc1ccc(-n2ncc(C(=O)N3CCc4ccccc4C3)c2C2CCN(C(=O)OC(C)(C)C)CC2)cc1C | -16
CCN1N=C2CCCCC2n2nc([N+](=O)[O-])nc21 (stereo not given) | -8
CCOC(=O)c1cc(-c2ccccc2)n(CCOC)c1C | 1
O=C(Nc1cccc(NC(=O)c2ccccc2Cl)c1)c1cc2ccccc2o1 | -2
COc1ccc(-c2n[nH]c3c2CN(Cc2cnc(-c4ccco4)nc2)CC3)cc1 | 9
O=C(CSc1nc2c([nH]c3ccccc32)c(=O)n1-c1ccc(F)cc1)NC1CCCCC1 | -2
c1ccc(-c2nc(-c3ccco3)c3ccccn23)cc1 | 6
Cc1cc(OCc2cc(C(=O)N[C@H]3CCCCNC3=O)no2)cc(C)c1Cl | -10
CC1=Nc2nc(-c3ccccc3Cl)nn2C(c2cccnc2)C1C(=O)Nc1ccccc1C (stereo not given) | 10
Cc1cn2c(=O)cc(COc3ccc(Cl)cc3)nc2s1 | -9
O=C1CN(C(=O)c2ccc(S(=O)(=O)N3CCCCC3)cc2)C(c2ccc(F)cc2)c2cc(Cl)ccc2N1 (stereo not given) | 2
COc1ccc(N2C(=O)C(F)(F)C2c2cccc(F)c2)cc1 (stereo not given) | -4
CC1(C)CC(=O)c2cc(-c3nc(-c4ccc(Cl)cc4)cs3)c(=O)n(-c3cccc(F)c3)c2C1 | 5
Cc1c(-c2ccc(Br)cc2)n[nH]c1CC#N | -5
Cc1nn(-c2ccc(N3CCCCC3)nn2)c(C)c1CCC(=O)NCc1ccc(Cl)cc1 | 1
CCOC(=O)CSc1nc(C)nc2c1sc1nc(C)c(C(C)=O)c(-c3ccc(OC)cc3)c12 | -7
COc1ccc2nc3sc(C(=O)Nc4ccccc4C(F)(F)F)c(N)c3cc2c1 | 4
CC(Oc1ccccc1F)C(=O)Nc1sc2c(c1C(=O)NCc1ccco1)CCCC2 (stereo not given) | 4
COC(=O)c1cc([N+](=O)[O-])c(Nc2ccc(OC)cc2)c([N+](=O)[O-])c1 | -10
O=C1CCCc2c1[nH]c1ccc(OCc3ccccc3)cc21 | 3
Cc1ccc(S(=O)(=O)N2CCN(C(=O)C3CCCC3)CC2)cc1C | -9
COC(=O)c1ccccc1NC(=O)c1ncoc1-c1ccco1 | 4
CC1=Nc2ccccc2C1=Cc1c(O)n(-c2ccccc2F)c(=O)[nH]c1=O | 1
COc1ccccc1N1CCN(S(=O)(=O)c2ccc(-c3coc(C)n3)cc2)CC1 | 1

Among those listed so far, 14 contain two or more sulfur atoms:
SMILES | RBX1-CUL1 inh
O=C(CN1C(=O)/C(=C/c2ccccc2)SC1=S)Nc1cccc(Br)c1 | 7
Cc1nnc(SCc2nc(N)nc(Nc3ccccc3)n2)s1 | -8
CCC1CCc2c(sc3nc(SCc4ccc([N+](=O)[O-])cc4)n(-c4ccccc4)c(=O)c23)C1 (stereo not given) | 6
C=CCn1c(SCC(=O)NC(N)=O)nc2sc3c(c2c1=O)CCC3 | 6
COc1ccc(S(=O)(=O)Nc2ccc(S(=O)(=O)Nc3ccc(Cl)cc3Cl)cc2)c(Cl)c1Cl | -3
CSc1ccc(CNC(=O)Cn2c(-c3cccs3)cc3cc(F)ccc32)cc1 | 3
CCSc1nnc(NC(=O)C(CC)c2ccccc2)s1 (stereo not given) | -5
CC1=Nc2ccccc2N=C(NC(=O)CSc2nc3ccccc3s2)C1c1ccccc1 (stereo not given) | 3
CCCCS(=O)(=O)C(c1nc2ccccc2[nH]1)S(=O)(=O)CCCC | 2
CC(=O)N1CCc2c(sc3nc(SCC(C)C)n(-c4ccc(F)c(Cl)c4)c(=O)c23)C1 | 7
Cc1ccc(-n2c(Cc3ccccc3)nnc2SCc2nc(-c3cccs3)no2)cc1C | 6
O=C1N=c2ccccc2=C1c1sc(=S)n(NC(=O)c2cccc(O)c2)c1O | 1
c1ccc(CSc2nnc3sc4ccccc4n23)cc1 | -4
CCOC(=O)CSc1nc(C)nc2c1sc1nc(C)c(C(C)=O)c(-c3ccc(OC)cc3)c12 | -7

Screens from PubChem BioAssay.
